# MRP1 act: H69AR viability gain despite doxorubicin, primary screen, MRP-1 activator project, H69AR cells, CellTiter-Glo. viability rescue. viability increase, % at 10 µM. hit rate 0.61% among 140,000. AID 799, 2007;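 active = viability gain under doxorubicin at or above a set limit, the compound median plus 3 SD, cut at about 4.7% in these data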;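 also: MRP-1 overexpressing cells given doxorubicin 25 µM after compound pretreatment; 18-22 h compound pretreatment then 72 h with doxorubicin before readout; 0% = doxorubicin-only wells and 100% = vehicle-treated cells without doxorubicin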
# HCT116 bCat-KO: primary screen for growth suppressors in beta-catenin knockout HCT116 cells (colon tumor, human); HCT116 beta-catenin knockout viability, CellTiter-Glo, 60 h; hits give low values; viability, % at 10 µM; hit rate 1.5% among 140,000; AID 818, 2007;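 active = viability at or under a set limit, the compound median less 4 SD, cut at about 6% in these data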;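 also: 0% = Hyamine 1622 control at 20 µM and 100% = untreated cell control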
# Phagocyt inh: inhibitors of macrophage phagocytosis, primary screen, imaging, J774A.1 cells, IgG beads; J774A.1 macrophage IgG-bead phagocytosis; inhibition, % at 5 µM; hit rate 0.07% among 110,000; AID 1029, 2008;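 active = inhibition above the mean of the plate negative controls plus 5 SD, cut at about 13% in these data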;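 also: phagocytic index as fraction of beads internalized from green versus red external bead signal; plate controls were DMSO negative control for no effect and cytochalasin-D positive control for full effect; some results beyond the cut were filed as inactive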
# Yeast life ext: compounds extending yeast replicative lifespan, primary screen, S. cerevisiae, OD615; AID 775, 2007; inhibition of the nicotinamide effect, % at 10 µM; hit rate 0.68% among 130,000; S. cerevisiae growth with nicotinamide; deaD strain in restrictive glucose medium;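 active = inhibition above a set limit, placed 3 SD over the median of all compounds, cut at about 26% in these data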;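 also: 0% = nicotinamide-treated wells and 100% = cells grown without nicotinamide; some compounds called inactive have numbers as strong as hits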
#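 Buffer or medium: CSMM-D glucose medium, restrictive; test system: modified budding yeast, DeaD strain; compound: single dose 10 µM compound, 0.25% DMSO; schedule: culture preincubation 4 h, compound exposure 48 h, both 30 °C; detection: optical density (absorbance) at 615 nm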
# Yeast growth inh: growth inhibitors of yeast BB579 in restrictive medium, primary screen, yeast lifespan-shortening project, S. cerevisiae. OD615, 48 h. inhibition, % at 10 µM. hit rate 0.51% among 140,000. AID 804, 2007;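 active = inhibition above a set limit, 3 SD over the mean compound inhibition, cut at about 44% in these data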; also: inactives centre near -24
#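 Test system: S. cerevisiae DeaD strain BB579 yeast; Medium: restrictive CSMM-D medium; Compound: one dose, 10 µM compound with 0.25% DMSO; Incubation: 4 h cell preincubation, 48 h compound exposure, 30 °C humidified; Signal: OD at 615 nm; Benchmarks: amphotericin B at 10 µg/mL as positive control.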
# NPY Y2 blocker: NPY-Y2 receptor antagonists, primary screen, cell-based; inhibition, % at 2.7 µM; NPY-Y2 expressing cells, antagonist mode; Neuropeptide Y receptor type 2 (Homo sapiens), P49146; hit rate 0.99% among 140,000; AID 793, 2007; in the data active = inhibition above about 17%;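 also: 0% = vehicle with agonist challenge and 100% = reference antagonist with challenge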
# Target sequence (P49146 whole entry, looked up): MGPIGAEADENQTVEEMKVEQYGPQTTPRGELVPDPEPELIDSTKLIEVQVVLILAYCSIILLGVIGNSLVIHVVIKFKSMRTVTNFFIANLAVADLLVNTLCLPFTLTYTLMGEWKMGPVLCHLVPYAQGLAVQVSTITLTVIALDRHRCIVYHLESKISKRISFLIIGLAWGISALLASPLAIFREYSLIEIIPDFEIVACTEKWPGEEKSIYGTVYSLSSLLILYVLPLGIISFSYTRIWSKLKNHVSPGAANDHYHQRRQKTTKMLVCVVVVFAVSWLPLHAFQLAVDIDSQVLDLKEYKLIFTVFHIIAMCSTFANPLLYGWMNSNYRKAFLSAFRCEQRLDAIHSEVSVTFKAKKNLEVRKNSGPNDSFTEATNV
# GALR2 blocker: GALR2 antagonists in receptor-expressing cells, primary screen. AID 828, 2007. Galanin receptor type 2 (Homo sapiens), O43603. antagonist mode. hit rate 0.39% among 140,000. inhibition, % at 4 µM; in the data active = inhibition above about 27%;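 also: cells stimulated with galanin 1-16 at roughly its EC80; 0% = agonist challenge control and 100% = basal control without agonist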
# Target sequence (O43603 whole entry, looked up): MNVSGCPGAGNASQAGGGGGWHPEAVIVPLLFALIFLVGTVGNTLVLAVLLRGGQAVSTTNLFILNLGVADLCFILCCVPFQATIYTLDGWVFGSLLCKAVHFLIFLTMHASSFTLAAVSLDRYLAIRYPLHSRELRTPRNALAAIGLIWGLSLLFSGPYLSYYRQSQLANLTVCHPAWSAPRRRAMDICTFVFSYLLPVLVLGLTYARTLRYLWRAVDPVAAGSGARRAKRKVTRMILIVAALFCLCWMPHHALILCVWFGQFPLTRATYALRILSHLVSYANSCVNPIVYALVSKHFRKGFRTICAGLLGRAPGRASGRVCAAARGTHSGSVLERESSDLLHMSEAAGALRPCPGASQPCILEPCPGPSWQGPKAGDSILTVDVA
# Measles CPE: compounds protecting cells from measles virus cytopathic effect, primary screen, measles RdRp inhibitor project, single point, MLSMR library, absorbance | Measles virus-infected cells, CPE protection | protection (pct of control), % at 4 µM | hit rate 1.5% among 140,000; in the data active = protection mostly above about 24%, no sharp cut-off; inactive = mostly below about 26%; also: some compounds called inactive have numbers as strong as hits
# PTEN del growth: growth suppression of PTEN-null HCT116, primary screen, cell-based, CellTiter-Glo | HCT116 PTEN-null viability, 60 h; hits give low values | viability, % at 10 µM | hit rate 1.2% among 140,000;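 active = viability at or below a set limit, 4 SD under the median of all tested compounds, cut at about 3.7% in these data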;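 also: PTEN knockout HCT116 line with beta catenin targeted HCT116 as companion control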
# E-sel TNF inh: E-selectin induction blockers in HUVEC – imaging, immunofluorescence, high content, primary screen. HUVEC TNFa-induced E-selectin immunofluorescence. inhibition, % at 2 µM. hit rate 0.71% among 120,000. AID 1246, 2008;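 active = inhibition above the batch mean plus 3 SD, and confirmed as a hit on visual image review, cut at about 43% in these data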;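 also: 0% = TNF-stimulated DMSO wells and 100% = unstimulated control wells; not every result past the cut was called active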
# * = called active by the depositor; nt = not tested or not shown.
SMILES,MRP1 act,HCT116 bCat-KO,Phagocyt inh,Yeast life ext,Yeast growth inh,NPY Y2 blocker,GALR2 blocker,Measles CPE,PTEN del growth,E-sel TNF inh
O=C1CN(CC(=O)N2CCOCC2)c2ccccc2O1,-3.8,58,0,-6,42,-1,21,3,55,-13
Cn1c(C(=O)NCC2CCCO2)cc2oc3ccccc3c21 (centres undefined),3.1,104,-2,-28,-6,5,17,11,96,nt
O=C(CSc1nc2ccccc2o1)N1CCN(C(=O)c2ccco2)CC1,-2.9,91,-1,-3,-34,3,-11,10,96,-24
O=C(Nc1ccc(-c2nnc(-c3ccccc3)o2)cc1)C(F)(F)F,-4.1,80,-2,-25,-18,-1,-5,12,95,-23
O=C(NCc1ccc(F)cc1Cl)C1CCN(S(=O)(=O)N2CCC3(CC2)OCCO3)CC1,-2.9,92,nt,-23,-8,5,-12,5,88,-7
CC(=O)N1CCN(c2ccc(Oc3nnnn3-c3ccccc3)cc2)CC1,0.0,92,0,-10,-41,3,-7,21,79,nt
O=C(Nc1ccc2c(c1)CCC2)c1ccccc1,0.3,66,-6,-8,1,1,10,8,63,8
CCOc1ccccc1-c1nc(-c2cccc(Br)c2)no1,-4.5,82,-2,-10,-30,0,4,11,73,5
CCC(=O)Nc1ccc2c(c1)ncn2-c1ccccc1OC,-1.0,102,0,-9,-33,3,9,3,105,-4
Oc1ccc2ccccc2c1CNc1cnc2ccccc2c1,-4.8,97,0,0,-48,-1,16,26,87,nt
Cc1csc(NC(=O)CSc2nnc3ncccn23)n1,-0.8,95,-1,-1,-64,1,0,29,101,3
COC(=O)c1ccc(C2C(Oc3ccccc3)C(=O)N2CCc2ccc(OC)c(OC)c2)cc1 (centres undefined),-1.4,83,nt,-15,-30,16,-7,3,88,8
CC(C)C(C)(C#N)NC(=O)CSc1nnc(C(F)(F)F)n1C (centres undefined),-0.9,98,3,4,-28,1,-6,15,100,-1
O=C(CCSCCc1ccccn1)Nc1ccc(Cl)cn1,-2.6,99,nt,-11,-2,2,-6,27,100,-13
O=C(OCCN=C1NS(=O)(=O)c2ccccc21)C1CC(=O)N(c2ccc3ccccc3c2)C1 (centres undefined),1.0,108,3,1,-18,3,-6,13,112,-30
Cc1onc(-c2ccccc2)c1C(=O)Nc1nc2c(s1)CCCC2,-3.5,85,-2,-8,0,0,27*,3,76,15
Cn1cc(Br)c(C(=O)NNC(=O)c2ccc(Cl)cc2)n1,6.4*,88,-2,5,-36,-1,0,17,66,nt
COc1ccc(-n2c(SCC(=O)c3c(N)n(C)c(=O)n(C)c3=O)nc3ccccc32)cc1,-0.8,103,0,-13,-23,4,2,5,105,-13
CCCc1ccc(-c2ccc(C(=O)O)cc2)nc1,-2.8,116,0,-33,4,1,9,5,110,-17
O=C(c1cccc(C(=O)N2CCN(c3ccccc3F)CC2)n1)N1CCN(c2ccccc2F)CC1,-2.8,79,0,-2,-41,4,-5,6,72,-27
COCCNC(=S)NCCCNc1nc2cc3c(cc2cc1C#N)OCO3,-3.2,106,0,-6,-40,3,-15,13,92,8
N#CCC(=N)N1CCN(c2ccc(Cl)cc2)CC1,0.4,104,0,-8,-66,3,-1,5,102,5
CCOc1ccc2nc(SCC(=O)N3CCN(C(=O)c4ccco4)CC3)sc2c1,-3.9,88,nt,-13,14,3,-11,23,86,-3
Cc1ccccc1CS(=O)(=O)c1nnc([C@H](CC(C)C)NC(=O)OC(C)(C)C)o1,-2.1,94,-1,0,0,1,19,7,88,99*
COc1ccccc1N(C(=O)c1ccco1)C(C(=O)NC1CCCC1)c1cccnc1 (centres undefined),-3.6,66,-1,-12,-30,7,-1,2,74,3
CCN(C(=O)[C@@H]1CCCN1C(=O)c1cccs1)c1nc2cc(Cl)ccc2s1,1.3,78,-5,6,-23,-1,-4,nt,70,nt
CCOC(=O)N1CCN(CC(=O)Nc2ccc(C)cc2)CC1,-3.2,90,-2,-6,-38,3,-16,15,107,3
O=C(NCc1ccc(F)cc1)c1ccc(N2CCc3ccccc32)c([N+](=O)[O-])c1,1.3,23,-2,-3,-29,-1,11,13,36,7
COC(=O)c1ccccc1OCCCOc1ccc(C)cc1OC,0.3,85,nt,-7,19,1,-9,2,79,-17
Cc1ccsc1/C=C/c1ccc2ccccc2n1,-1.9,52,4,-16,-11,2,-1,18,49,-29
CC(C)Oc1ccccc1C1CC(=O)Nc2c1c(=O)n(C)c(=O)n2C (centres undefined),-0.4,94,0,13,-63,1,-12,20,108,nt
Cc1ccc(-c2csc(N(Cc3ccco3)C(=O)c3cccs3)n2)cc1,-0.5,68,-2,-12,-25,14,-11,11,67,22
CCc1c(C)sc(NC(NC(C)=O)(C(=O)OC)C(F)(F)F)c1C#N (centres undefined),2.9,99,-1,0,-27,-1,-12,8,92,11
CCOC(=O)C1=C(C)NC2=C(C(=O)CC(C)(C)C2)C1c1coc2ccccc2c1=O (centres undefined),-0.1,86,nt,nt,-14,4,3,5,87,19
O=C(O)c1nn(-c2ccccc2)ccc1=O,0.3,108,-1,-22,34,2,-9,2,98,-27
O=C1CCC(C(=O)Nc2ccccc2)N1 (centres undefined),-1.4,81,nt,nt,-4,4,-11,4,88,14
Cc1c(Cl)cccc1NC(=S)NN1CCOCC1,-1.7,102,1,-6,-6,0,-3,3,100,-7
CCOC(=O)NC(=O)CSc1nc(C)cc(C)c1C#N,-0.7,102,-1,-9,-20,10,7,20,107,nt
CS(=O)(=O)N(CC(=O)N/N=C/c1ccc(OCC(=O)N2CCOCC2)cc1)c1ccccc1Cl,-2.4,94,-2,0,-21,2,3,7,106,7
CCOC(=O)/C(C#N)=N/Nc1ccc(S(=O)(=O)N2CCc3ccccc32)cc1,-2.9,57,-3,3,-37,-1,7,8,62,nt
CCC(=O)c1ccccc1OCCN1C(=O)NC(C)(C)C1=O,-0.8,95,-3,-7,-10,0,-7,17,102,-24
CCOc1cc(/C=N/O)ccc1OCC(=O)Nc1cccc(C)c1,-1.7,94,6,-5,-14,2,-5,10,99,nt
CC(NC(=O)CC12CC3CC(CC(C3)C1)C2)C(=O)O (centres undefined),-0.2,93,-2,-4,2,1,3,5,96,2
C=CCOCC(O)CS(=O)(=O)Cc1ccc(Cl)cc1 (centres undefined),0.3,108,0,-8,-38,1,-12,2,106,18
CCOc1cccc(C(=O)Nc2ccccc2OC(F)F)c1,0.7,98,-1,-15,-6,2,3,4,96,5
CCOC(=O)c1cccc(NC(=O)C2CCN(S(=O)(=O)c3cccs3)CC2)c1,-1.4,70,-1,-6,-54,-2,-2,19,75,7
COc1ccc(-c2nnc(SC(C)C(=O)Nc3c(C)n(C)n(-c4ccccc4)c3=O)o2)cc1 (centres undefined),-1.9,106,-3,2,5,0,1,47,85,11
CCN(c1c(C)n(C)n(-c2ccccc2)c1=O)S(C)(=O)=O,-1.3,97,-1,-1,-32,1,7,21,103,-11

# 3 entries from above, sorted by the number in Phagocyt inh, lowest first:
SMILES	Phagocyt inh
CCOC(=O)/C(C#N)=N/Nc1ccc(S(=O)(=O)N2CCc3ccccc32)cc1	-3
CS(=O)(=O)N(CC(=O)N/N=C/c1ccc(OCC(=O)N2CCOCC2)cc1)c1ccccc1Cl	-2
CCOC(=O)c1cccc(NC(=O)C2CCN(S(=O)(=O)c3cccs3)CC2)c1	-1

# The listing continues.
SMILES,MRP1 act,HCT116 bCat-KO,Phagocyt inh,Yeast life ext,Yeast growth inh,NPY Y2 blocker,GALR2 blocker,Measles CPE,PTEN del growth,E-sel TNF inh
CCOc1cccc(C(=O)Nc2ccc(N(CC)CC)cc2)c1,-2.9,41,-1,-3,-43,2,15,9,39,-41
COc1ccc(O)c(-c2cc(-c3cccc(Br)c3)n[nH]2)c1,-6.0,14,1,-21,9,-2,-1,7,37,-11
CCOC(=O)N1CCN(Cc2cccs2)CC1,0.1,91,-2,-5,11,0,-2,4,101,-24
CN(C)CCCN(C(=O)CCc1ccccc1)c1nc2ccc(F)cc2s1,-5.8,13,16,2,-8,4,1,3,9,nt
O=C(c1ccc([N+](=O)[O-])cc1)N1CCSC1c1ccc(Cl)cc1 (centres undefined),-2.7,85,-9,-7,11,5,-2,4,92,14
CC(C(=O)Nc1nccs1)N1C(=O)C2CC=CCC2C1=O (centres undefined),-0.5,101,0,-6,-60,2,-1,4,109,nt
CC(C)(C)NC(=O)COc1ccc(CNn2nnnc2N)cc1,0.3,100,-1,0,-25,3,8,4,113,nt
CSc1nc2c(c(=O)n1C)SC(C)C2 (centres undefined),-2.5,92,1,-11,9,3,13,11,82,nt
CC1(C)C(=O)OC(C(=O)c2ccc(Cl)cc2)C(C)(C)C1=O (centres undefined),-0.5,99,-3,8,-25,9,12,18,97,nt
COc1ccc(S(=O)(=O)/N=C2/NC(=O)/C(=C\c3ccco3)S2)cc1,-1.0,98,-9,1,-10,2,3,23,95,nt
CCOC(=O)C(=O)/C(=C\N(C)C)c1onc(-c2ccccc2)c1C(=O)OC,0.1,98,0,-7,-51,-1,-2,23,101,-3
O=C(Cc1cccs1)Nc1nnc(SCc2cccc3ccccc23)s1,1.2,92,-11,9,-31,4,2,17,94,15
COC(=O)c1cn(NC(=O)Cc2ccc(Cl)c(Cl)c2)c(=O)c2ccccc12,-1.5,88,-2,-2,-10,11,3,9,87,-5
CCN(Cc1ccccc1)C(=O)C1CCC(CNc2c(N3CCOCC3)c(=O)c2=O)CC1 (centres undefined),1.1,99,0,-9,-24,3,-22,7,111,-14
Cc1ccc(-c2csc(-c3c[nH]c4ccccc34)n2)c(C)c1,-6.1,68,0,-22,-46,1,6,7,58,13
CCCCc1c(O)nc2sc3cc(OC)ccc3n2c1=O,-1.7,99,0,-14,-39,2,3,11,99,-38
Cc1cc(C)n(-c2nc3ccccc3c(=O)n2OCC(=O)OCc2ccccc2)n1,-1.7,4.7*,2,-14,-11,7,-1,4,2.8*,1
Cc1cccc(Sc2nc(-c3ccccc3)ccc2C#N)c1,-4.2,60,1,-23,-27,10,-2,4,63,-13
Cc1nn(C)cc1C(N)=O,-2.2,100,0,-21,-17,2,-6,29,103,0
CC(C)NS(=O)(=O)c1ccc(Oc2ncc(C(F)(F)F)cc2Cl)cc1,-0.4,88,-1,-11,18,-1,3,8,84,-7
COc1ccc(S(=O)(=O)N(C)CC(=O)NCCC2=CCCCC2)cc1,-3.3,76,-2,5,-35,1,3,5,84,nt
CCCNC(=O)COC(=O)c1ccc(OCC(=O)Nc2ccccc2OC)c(OC)c1,-2.9,41,0,-11,-21,3,12,3,47,nt
c1ccc(-c2csc3ncnc(NCCN4CCOCC4)c23)cc1,-2.7,70,0,-7,-6,3,3,21,68,-4

# Compound activity deposited in PubChem by several laboratories.
